BoNT F protease = blocks Botulinum neurotoxin F light chain protease | Multiplex microsphere protease cleavage assay, flow cytometry | inhibition, % at 10 µM | 360,000 compounds, 0.22% hits; in the data active = inhibition above about 35%, passing the limit was not always enough; inconclusive = no clear call, values can overlap the other calls; also: plate controls were buffer without enzyme for full effect and enzyme alone for no effect
BoNT-A LC inh2 = inhibitors of Botulinum neurotoxin A light chain protease. multiplex microsphere protease substrate cleavage, flow cytometry. 360,000 compounds, 0.17% hits. inhibition, % at 10 µM; also: plate controls were buffer without enzyme for full effect and enzyme alone for no effect
Yp Topo-I inh = inhibitors of Yersinia pestis topoisomerase I; AID 504884; Y. pestis Topo-I cleavage product accumulation, plate reader; activity, % at 10 µM; 360,000 compounds, 0.064% hits; in the data active = activity above about 50%, passing the limit was not always enough; inconclusive = no clear call, values can overlap the other calls; also: inactives centre near 2
PrPC surface inh = inhibitors of human cell surface prion protein PrPC. P04156. TR-FRET read-out. inhibition, % at 13.8 µM. 370,000 compounds, 0.43% hits; in the data active = inhibition above about 24%; also: 0% = median of the test wells and 100% = reference compound wells
PfHsp40 rescue = compounds rescuing yeast from Plasmodium falciparum HSP40 toxicity; S. cerevisiae expressing PfHsp40, growth rescue, ATP luminescence; growth rescue, % at 12.5 µM; 340,000 compounds, 0.68% hits; AID 504582; in the data active = growth rescue above about 28%, passing the limit was not always enough; inconclusive = no clear call, values can overlap the other calls;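 also: yeast W303a lacking pdr1 and pdr3 grown in galactose medium; growth measured after three days at 30 °C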
Anthrax LF prot = blocks Bacillus anthracis lethal factor protease. P15917. multiplex microsphere protease cleavage assay, LF. inhibition, % at 10 µM. 360,000 compounds, 0.12% hits. AID 588501; also: plate controls were buffer without enzyme for full effect and enzyme alone for no effect
Target sequence (P15917 whole entry, looked up): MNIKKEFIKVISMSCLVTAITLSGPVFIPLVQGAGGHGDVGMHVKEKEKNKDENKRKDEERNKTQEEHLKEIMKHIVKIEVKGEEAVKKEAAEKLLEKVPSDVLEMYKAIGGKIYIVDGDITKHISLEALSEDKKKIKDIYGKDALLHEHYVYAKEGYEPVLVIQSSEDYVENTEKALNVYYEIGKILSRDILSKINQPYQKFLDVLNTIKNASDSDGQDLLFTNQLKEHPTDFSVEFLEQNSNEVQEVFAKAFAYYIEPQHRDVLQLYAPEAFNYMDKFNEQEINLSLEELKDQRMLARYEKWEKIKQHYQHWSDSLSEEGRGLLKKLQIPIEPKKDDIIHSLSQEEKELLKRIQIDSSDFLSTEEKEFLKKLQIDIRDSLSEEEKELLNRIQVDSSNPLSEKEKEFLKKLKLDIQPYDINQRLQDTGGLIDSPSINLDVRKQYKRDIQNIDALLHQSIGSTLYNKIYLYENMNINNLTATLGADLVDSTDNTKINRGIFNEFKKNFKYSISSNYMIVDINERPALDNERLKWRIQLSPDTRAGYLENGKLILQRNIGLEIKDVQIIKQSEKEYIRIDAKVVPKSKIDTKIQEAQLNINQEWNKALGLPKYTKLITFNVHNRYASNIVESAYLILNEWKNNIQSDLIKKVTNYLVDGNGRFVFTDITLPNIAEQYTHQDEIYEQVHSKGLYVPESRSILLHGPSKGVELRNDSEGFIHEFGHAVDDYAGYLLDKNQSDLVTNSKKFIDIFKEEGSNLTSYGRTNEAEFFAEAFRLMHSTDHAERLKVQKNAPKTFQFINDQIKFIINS
FadD28 FP inh = blocks FadD28 binding to the bisubstrate probe | AID 588549 | inhibition, % at 12.5 µM | 360,000 compounds, 0.22% hits | fluorescence polarization; in the data active = inhibition above about 8.5%, passing the limit was not always enough; inconclusive = no clear call, values can overlap the other calls
CCHFV vOTU inh = CCHFV vOTU protease inhibition; 370,000 compounds, 0.55% hits; Pep-AMC fluorescence; inhibition, % at 11.5 µM; AID 651958; in the data active = inhibition above about 30%; also: 0% = vehicle wells with enzyme and 100% = no enzyme wells
TcdB GH inh = TcdB glycohydrolase inhibition; TcdB glycohydrolase enzymatic assay, plate reader; 350,000 compounds, 0.24% hits; inhibition, % at 9.99 µM; in the data active = inhibition above about 10%
The depositor's hits bear a star; ? = inconclusive; nt = no result given; & = joins results of further samples. Rule as the data show it, unless noted: active = inhibition above about 30%; inconclusive = no clear call, values can overlap the other calls; inactive = below that.

Order of values – BoNT F protease	BoNT-A LC inh2	Yp Topo-I inh	PrPC surface inh	PfHsp40 rescue	Anthrax LF prot	FadD28 FP inh	CCHFV vOTU inh	TcdB GH inh
CCOc1ccc(/C=N/NC(=S)NC2CC3CC2C2C=CCC32)cc1 (stereo not given)
→ nt	nt	-12	-5	-0.1	nt	2.3	-4	1.6
Cc1c(C(=O)O)oc2ccc(S(=O)(=O)NCc3ccccc3)cc12
→ -4	-1.4	-6	9	0.0	-4	-2.7	-1	nt
COc1cccc(-c2nnc(SCC(=O)NCc3ccc4c(c3)OCO4)n2Cc2ccco2)c1
→ 0	0.8	-1	4	0.0	2	-0.1	6	nt
COc1ccc(NC(=O)c2cc(S(=O)(=O)N3CCCCC3)c[nH]2)c(OC)c1
→ 2	-0.3	-6	3	-0.3	-1	-0.8	5	0.7
CC(C)(C)NC(=O)Cn1c(SCC(=O)Nc2nccs2)nc2ccccc21
→ 20	1.7	-4	2	-0.4	9	-0.3	-7	nt
CCc1nn2cc(C(=O)c3cc(C)ccc3O)cnc2c1-c1ccc(F)cc1
→ -10	-0.9	2	5	-1.0	0	-2.9	2	nt
C/C(=N\Nc1nnc2c3ccccc3n(C)c2n1)c1ccc(C)o1
→ -2	-0.6	4	-15	3.6	1	-2.3	5	nt
CCn1cc(Br)c(C(=O)N2CCN(c3ccccc3)CC2)n1
→ -4	0.8	-1	2	-0.2	6	-1.5	-14	nt
CC(C)c1cccc(C(C)C)c1OC(=O)NC(=O)c1c(F)cccc1F
→ 2	2.7	-2	3	1.1	0	-1.2	7	0.3
COc1ccccc1N1CCN(C(=O)CCN2C(=O)c3cccc4cccc(c34)C2=O)CC1
→ -5	-1.3	0	6	-0.6	2	-1.9	16	1.1
N/C(=N\NS(=O)(=O)c1ccccc1C(F)(F)F)c1ccccn1
→ -2	-0.2	5	-5	-0.7	-9	-0.5	-3	1.1
Cc1[nH]nc(SCC(=O)N2CCCCC2)c1[N+](=O)[O-]
→ 7	0.3	-7	-4	1.3	-8	-2.0	-20	nt
Cc1nc(C(=O)N(C)C)nn1-c1ccc([N+](=O)[O-])cc1
→ 0	-0.1	10	-7	-0.9	-4	-1.0	-13	-0.1
Cc1nn(C(C)C(=O)N2CCOCC2)c(=O)c2nn(-c3ccccc3)c(C)c12 (stereo not given)
→ -1	0.6	-3	-1	1.2	0	-4.0	0	3.2
CCOC(=O)c1cc2c(n(-c3ccc(Cl)cc3)c1=O)CCCC2=O
→ 0	0.7	2	1	1.1	-5	-0.4	-8	-0.7

The listing continues:
Order of values – BoNT F protease	BoNT-A LC inh2	Yp Topo-I inh	PrPC surface inh	PfHsp40 rescue	Anthrax LF prot	FadD28 FP inh	CCHFV vOTU inh	TcdB GH inh
CCC(CC)C(=O)Nc1cc(=O)n(C)c(=O)n1C
→ -5	-0.5	-1	6	-0.1	2	-17	6	1.6
O=C(COC(=O)c1c2c(nc3ccccc13)CCCC2)c1cccs1
→ 0	0.0	7	-3	2.1	-2	-3.8	-6	nt
CC1([N+](=O)[O-])COP(=O)(Nc2ccc(Cl)cc2)OC1 (stereo not given)
→ 0	0.6	0	9	-0.6	-2	-9.1	-8	0.6
C#CC(C)(C)NC(=O)CSc1nc2c(c(=O)n(C)c(=O)n2C)n1CCCC
→ -5	-0.6	-6	-2	0.1	-1	-4.6	11	0.4
Cc1ccc(S(=O)(=O)Cn2nnnc2C(c2ccc(F)cc2)N2CCCCC2)cc1 (stereo not given)
→ -4	-1.3	3	-4	1.5	0	1.1	8	nt
COC(=O)CSc1nnc(-c2ccccn2)n1N
→ ?	-3.4	-1	-3	0.2	-8	-4.6	-5	-0.7
CN(C)S(=O)(=O)c1cccc(NC(=O)c2n[nH]c(=O)c3ccccc23)c1
→ -6	-0.3	1	8	-0.1	1	-6.7	12	1.8
COc1ccc(C(O)c2ncc(-c3ccccc3)[nH]2)cc1F (stereo not given)
→ -5	0.1	10	7	nt	-1	-0.2	5	1.2
COc1ccc(CCNC(=O)c2cc(C(=O)c3cc(Cl)ccc3O)cn(CCc3ccc(OC)cc3)c2=O)cc1
→ -6	-0.4	0	0	-1.3	-8	-3.0	-11	nt
CCCNC(=O)c1cc(-c2ccccc2)c(N2CCCCC2)s1
→ 10	0.1	-1	4	-0.5	-6	-2.4	-12	0.0
COc1ccc(Cl)c(NC(=O)Cn2nnc(-c3ccccc3N)n2)c1
→ -2	-0.6	-13	1	5.1	3	-3.9	-8	nt
CCOC(=O)c1csc(NC(=O)C2CCCCC2)n1
→ -5	0.1	8	12	0.5	-1	-1.5	1	1.9
Cc1cccc(S(=O)Cc2ccc(C(=O)N3CCN(C(=O)c4ccco4)CC3)o2)c1 (stereo not given)
→ 0	-0.9	-11	-5	-2.2	-3	0.2	13	1.7
CCOc1cc(/C=N/NC(=O)c2cc(-c3ccccc3)nc3ccccc23)ccc1O
→ ?	-3.3	-22	2	3.2	-17	-3.6	2	0.8
COc1ccc(S(=O)(=O)N(C)c2ccc(C(=O)Nc3ccccc3C(=O)N3CCOCC3)cc2)cc1OC
→ 4	1.6	2	-4	0.7	2	-4.7	10	1.5

The results go on:
Order of values – BoNT F protease	BoNT-A LC inh2	Yp Topo-I inh	PrPC surface inh	PfHsp40 rescue	Anthrax LF prot	FadD28 FP inh	CCHFV vOTU inh	TcdB GH inh
COc1cc2c(cc1OC)C(C)N(S(=O)(=O)c1cn(C)c(C)n1)CC2 (stereo not given)
→ 5	-0.2	7	1	nt	6	-0.8	-2	0.0
Cc1ccc(NC2CCCN(C(=O)CCc3ccncc3)C2)cc1C (stereo not given)
→ -8	1.7	7	3	2.1	-4	-2.4	-10	1.0
CCCCN(C=O)c1c(CC)nc2ccc(C(=O)NCCN(C)C)cn12
→ -5	-0.9	1	1	nt	-1	-1.8	8	0.8
CCOCC(=O)Nc1nnc(SCCOC)s1
→ 8	-0.5	3	3	-0.8	-10	-2.2	4	nt
CCc1ccc(OCC(=O)NNC(=O)C2CCN(c3ncnc4sc(C)c(C)c34)CC2)cc1
→ 3	4.8	-3	1	-1.6	-3	-2.2	-2	2.7
C[C@@H]1Cn2cnc(C(=O)Nc3cccc(Cl)c3)c2C(=O)N1
→ -6	-0.2	-1	9	nt	-7	-1.9	3	1.2
COc1cc2c(cc1NC(=O)CSc1ccc(Cl)cc1)oc1ccccc12
→ -3	-0.5	9	-4	-0.9	-1	-0.7	11	nt
C[C@H](CO)N1C[C@H](C)[C@@H](CN(C)Cc2ccc3cccnc3c2)OCc2cnnn2CCCC1=O
→ 4	-0.1	-8	6	nt	-6	-0.7	10	2.8&-0.7&0.5
O=C(NCc1ccccc1Cl)[C@H]1CCCN1C(=O)[C@H]1CCCN1C(=O)c1ccccc1
→ -3	0.1	nt	1	nt	3	nt	-8	4.3
O=C(CN1C(=O)c2ccccc2C1=O)NNC1=NS(=O)(=O)c2ccccc21
→ -3	0.2	0	0	-1.4	2	-0.7	-9	-0.2
Cc1ccc(Nc2nnc(C(C)(C)C)c(=O)n2N)cc1
→ 0	-0.5	-1	8	-0.5	-3	-4.1	-8	nt
COc1ccc(C(=O)NNC(=O)COC(=O)c2sccc2C)cc1
→ 0	3.1	2	2	-0.9	0	0.5	12	0.2
CCOC(=O)C1=NN(C(C)=O)C2C(=O)N(CC)C(=O)C12 (stereo not given)
→ nt	nt	-1	-7	nt	nt	-1.4	-15	0.3
Cc1cc(NC(=O)c2ccc3c(c2)C(=O)N(CCC(C)C)C3=O)no1
→ ?	-0.2	0	-1	1.1	-2	-3.6	3	nt
O=C1/C(=C/c2cccc(Cl)c2)SC(=S)N1CCC(=O)N1CCCCC1CCO (stereo not given)
→ 3	-0.5	29	11	0.7	-1	-2.6	22	2.2

Following part
Order of values – BoNT F protease	BoNT-A LC inh2	Yp Topo-I inh	PrPC surface inh	PfHsp40 rescue	Anthrax LF prot	FadD28 FP inh	CCHFV vOTU inh	TcdB GH inh
CCOc1ccc(NC(=O)CNC(=O)c2cccs2)cc1
→ 3	0.4	14	-3	0.3	-6	-0.8	12	-0.1
CC(=O)c1c(C)nn(CC(O)COc2ccc3ccccc3c2)c1C (stereo not given)
→ 1	-0.4	14	7	0.0	-4	-4.5	1	0.6
CCOc1ccc(NC(=O)c2cccc(NC(C)=O)c2)cc1S(=O)(=O)N1CCCC1
→ 3	1.6	11	5	0.2	6	-2.6	-2	1.0
CCC1CCCCN1Cc1nc2c(c(=O)n(C)c(=O)n2C)n1CCCc1ccccc1 (stereo not given)
→ -12	-1.0	11	-4	-0.6	6	-0.8	3	2.2
CN1CCN(c2ccccc2NC(=O)c2cc3ccccc3o2)CC1
→ 0	3.0	1	-10	0.1	1	-0.1	-2	nt
CCN(CC)c1ccc(-c2nnc(SCC(=O)N(CCOC)c3c(N)n(CC(C)C)c(=O)[nH]c3=O)o2)cc1
→ -2	1.6	26	8	2.2	4	-2.5	14	-2.3
O=C(CSc1nnc(NC(=O)c2c(F)cccc2Cl)s1)Nc1ccccc1F
→ 1	-1.5	5	6	-0.6	-3	-0.5	10	0.8
CCC(=O)Nc1ccc(NC(=S)NC(=O)c2oc3ccccc3c2C)cc1
→ -2	0.1	-11	0	-1.2	-2	0.7	-19	nt
CCCCN1CC[C@H]2C=CC[C@@H](C(=O)Nc3nccs3)[C@H]2C1=O
→ -8	-1.1	2	2	-0.4	-6	-0.2	-6	1.5
O=C(Nc1nccs1)c1ccc(Cl)cc1[N+](=O)[O-]
→ -22	?	-5	-15	-0.5	-2	-1.2	2	0.8
COc1ccc(CN2CCN(C(=O)c3ccc(S(=O)(=O)N4CCCCCC4)cc3)CC2)cc1F
→ -3	-0.5	21	-1	-0.1	0	-4.4	0	1.8
Cc1nc(SCC(=O)NCC2CCCO2)c2oc3ccccc3c2n1 (stereo not given)
→ 5	2.1	-7	2	0.2	-1	-1.3	-7	1.2
CN1CCN(C(=O)c2cccc(S(=O)(=O)N3CCCC3)c2)CC1
→ 5	2.2	7	-2	-1.1	-5	nt	4	1.9
CCOc1ccc(OCC)c(NC(=O)CCCN2C(=O)c3cccnc3C2=O)c1
→ -5	-0.7	13	-3	1.1	-2	-2.5	-5	nt
O=C(O)c1ccc(CN(Cc2ccccc2)S(=O)(=O)c2ccc(Cl)cc2)cc1
→ -6	-1.4	1	0	1.9	5	-2.1	3	-0.5
O=C(COC(=O)CCNS(=O)(=O)c1cccc(C(F)(F)F)c1)NC(=O)NC1CCCCC1
→ 11	-0.2	20	9	-1.0	-9	3.2	12	nt
CCOC(=O)c1cnn(-c2ccccc2)c1-n1cccc1C(=O)C(=O)Nc1ccc(F)cc1
→ 1	0.0	35	-6	0.2	-2	-0.4	9	nt

Looked up above.
Result of Cc1nc(SCC(=O)NCC2CCCO2)c2oc3ccccc3c2n1 (stereo not given) under Yp Topo-I inh: -7
Result of CCOc1ccc(NC(=O)CNC(=O)c2cccs2)cc1 under CCHFV vOTU inh: 12

Screening results from PubChem.
